TDP43 rescue – TDP-43 toxicity inhibition in yeast. TDP-43 expressing yeast growth rescue, BacTiter-Glo, 24 h. Potency, µM (titrated, usually from 46.1 µM), for the others: at the top dose growth rescue (activation), usual class: activators. 1.8% of 410,000 active; further: potency means the concentration at half of the fitted maximal effect; % of control where 0% means no effect; nearly all actives have a fitted effect of over 50% in size
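Growth rescue of TDP-43-toxic yeast measured as ATP luminescence (BacTiter-Glo). Cells grown to mid-log in raffinose, induced in galactose at OD600=0.02, exposed to compound 24 hr at 30 deg C.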
GLP-1R inv ag – inverse agonists of human GLP-1 receptor; HEK293 GLP-1R CRE-luciferase, luminescence, 24 h; GLP-1R form is constitutively active; Potency, µM (top dose mostly 38.3 µM), for the others: at the top dose activity change, negative = inhibition, actives largely listed as inhibitors; 1.6% of 410,000 active; P43220; further: potency means the concentration at half of the fitted maximal effect; on the % scale 0 is the no-effect control and ±100 the full control effect; nearly all actives have a fitted effect of over 55% in size
Target sequence (P43220 whole entry, looked up): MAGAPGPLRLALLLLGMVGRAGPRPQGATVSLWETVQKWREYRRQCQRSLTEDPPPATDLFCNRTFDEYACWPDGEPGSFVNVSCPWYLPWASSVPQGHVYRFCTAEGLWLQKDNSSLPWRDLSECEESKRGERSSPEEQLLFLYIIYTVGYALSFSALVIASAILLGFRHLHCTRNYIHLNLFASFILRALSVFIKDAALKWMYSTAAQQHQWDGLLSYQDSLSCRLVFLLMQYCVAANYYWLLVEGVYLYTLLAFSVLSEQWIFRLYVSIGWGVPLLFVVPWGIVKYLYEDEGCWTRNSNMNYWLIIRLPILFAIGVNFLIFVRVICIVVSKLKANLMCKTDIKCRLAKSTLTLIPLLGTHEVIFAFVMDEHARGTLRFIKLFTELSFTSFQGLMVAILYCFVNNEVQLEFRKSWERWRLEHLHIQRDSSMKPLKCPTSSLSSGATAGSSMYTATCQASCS
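Luminescence readout: a drop in cAMP-driven luciferase signal flags inverse agonism at a constitutively active GLP-1R stably expressed in HEK293. Compound exposure lasted 24 hr at 37 deg C, 5% CO2.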
HEK293 tox – cytotoxicity in counter-screen for GLP-1R inverse agonists. HEK293 cAMP-luciferase reporter cells, luminescence, 24 h. 0.13% of 410,000 active. Potency, µM (doses to about 38.3 µM), without a hit: at the top dose activity change, negative = inhibition, hits mostly inhibitors;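 further: loss of luciferase light is scored as toxicity; potency means the concentration at half of the fitted maximal effect; on the % scale 0 is the no-effect control and ±100 the full control effect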
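Seeding density was 200 cells/uL; after overnight-length (12 h) culture, 23 nL compounds went on for 24 h at 37 °C. Readout used a luciferase detection reagent, luminescence taken after 12 min at room temperature.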
FUS suppressor – FUS proteinopathy suppression in yeast; S. cerevisiae FUS-expressing, growth rescue, OD600, 24 h; Potency, µM (series often up to 76.6 µM), inactives show at the highest dose growth rescue (activation), most hits filed as activators; 0.24% of 390,000 active; AID 1347120;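 further: potency means the concentration at half of the fitted maximal effect; plate controls were DMSO vehicle for no effect and reference control for full effect; nearly all actives have a fitted effect of over 55% in size; some results filed as inactive show a strong effect at the top dose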
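Quantitative HTS measuring growth restoration of FUS-toxic yeast. Galactose-induced cells (OD 0.005) were exposed 24hr at 30C to compounds at several concentrations, then absorbance at 600 nm was recorded.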
PTHR1 ag – agonists of human PTHR1 parathyroid hormone receptor; HEK293 GP2 PTHR1 cells, GloSensor cAMP luminescence, 1 h; 0.075% of 410,000 active; Q03431; Potency, µM (series often up to 115 µM), without a hit: top-dose activation, most hits filed as activators; further: potency means the concentration at half of the fitted maximal effect; nearly all actives have a fitted effect of over 55% in size; some results filed as inactive show a strong effect at the top dose; inactives centre near -15; many of its hits are not listed in these tables
Target sequence (Q03431 whole entry, looked up): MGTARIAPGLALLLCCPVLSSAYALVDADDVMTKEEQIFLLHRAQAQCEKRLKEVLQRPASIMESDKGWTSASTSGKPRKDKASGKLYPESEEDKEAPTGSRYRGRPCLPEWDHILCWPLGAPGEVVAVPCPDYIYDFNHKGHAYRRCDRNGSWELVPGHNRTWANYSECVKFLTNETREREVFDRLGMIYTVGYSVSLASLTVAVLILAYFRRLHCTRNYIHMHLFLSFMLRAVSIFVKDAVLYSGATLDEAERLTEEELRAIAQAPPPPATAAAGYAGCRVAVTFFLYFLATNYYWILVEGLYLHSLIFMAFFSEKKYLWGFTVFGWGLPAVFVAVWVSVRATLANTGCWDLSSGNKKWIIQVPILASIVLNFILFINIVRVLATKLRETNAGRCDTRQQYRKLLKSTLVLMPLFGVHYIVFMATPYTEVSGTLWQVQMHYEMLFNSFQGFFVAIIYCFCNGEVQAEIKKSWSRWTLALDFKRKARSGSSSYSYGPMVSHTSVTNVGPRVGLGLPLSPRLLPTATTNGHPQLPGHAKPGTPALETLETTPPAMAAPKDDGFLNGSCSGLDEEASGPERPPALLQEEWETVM
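HEK-293-derived GP2 cells expressing PTHR1 and a GloSensor cAMP reporter, 3,000/well, plated overnight, given luciferin plus IBMX (each 0.5 mM as added) for 1 h at 37 °C, then compound for 1 h at 37 °C. Luminescence was read after 15 min at room temperature.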
aSyn rescue – alpha-synuclein toxicity inhibition in yeast; Yeast expressing alpha-synuclein, growth rescue, BacTiter-Glo, 24 h; Potency, µM (top dose mostly 46.1 µM), without a hit: top-dose growth rescue (activation), hits mostly activators; 0.14% of 370,000 active; further: potency means the concentration at half of the fitted maximal effect; % of control where 0% means no effect; nearly all actives have a fitted effect of over 65% in size
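Screening used galactose-induced yeast with toxic alpha-synuclein levels, exposed to compound for 24 hr at 30 deg C. Cell growth, read with BacTiter-Glo luminescence, gave the measured signal.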
Abeta rescue – A-beta toxicity reversal in yeast | yeast expressing A-beta42, growth rescue, OD600, 48 h; response scale: 0% DMSO, 100% iron-clioquinol control | Potency, µM (top dose mostly 46.1 µM), inactives show top-dose growth rescue, usual class: activators | 0.063% of 410,000 active | AID 1347071; further: potency means the concentration at half of the fitted maximal effect; nearly all actives have a fitted effect of over 55% in size
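Yeast A-beta toxicity model in growth medium with pinned compounds, 48 h at 30 C; growth read as absorbance at 600 nm. Normalized to FeCl3/clioquinol equimolar mix (positive) and DMSO (negative).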
Mm-Cpn inhibitor – M. maripaludis TRiC chaperonin inhibition; Potency, µM (top dose mostly 76.9 µM), for the others: at the top dose activity, negative = inhibition, most hits filed as inhibitors; purified Mm-Cpn ATPase, ADP Transcreener TR-FRET; 0.031% of 330,000 active; further: potency means the concentration at half of the fitted maximal effect; on the % scale 0 is the no-effect control and ±100 the full control effect; nearly all actives have a fitted effect of over 80% in size
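Compound-treated chaperonin, 25 nM final, turns over 10 uM ATP at 37°C for 30 min following a 10 min preincubation; ADP generated competes with ADP-d2 for Eu-cryptate antibody, lowering FRET.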
Akt phos inh – Akt phosphorylation inhibition | Neuro2A IGF-stimulated pAkt S473 HTRF, 20 min; active compounds read low | activity change, % for hits at 50 µM | 0.32% of 360,000 active; in the data active means activity change below about -80%; inconclusive means mostly about -51% to -80%; further: on the % scale 0 is the no-effect control and ±100 the full control effect
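Neuro2A cells (4,500/well, DMEM with 0.5% FBS) were treated with compound at a single 50 µM final concentration, stimulated with 6 nM IGF for 20 min at 37 °C, and lysed. Phospho-Akt Ser473 was read by HTRF as 665/615 ratio ×10^4.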
The depositor's hits bear a star; i = inactive; ? = inconclusive; nt = not tested or not shown; [ ] = remark or other dose. Unless noted, the call rests on the fitted dose curve; in most records, active means well fitted curve in the direction sought with a large enough effect; inconclusive means small, poorly fitted or top-dose-only effect, or another doubt; inactive means no such curve, though single readings can be large; an effect the other way counts as inactive or inconclusive.

1: O=C(Cc1nn[nH]n1)c1ccccc1O
2: CC(C)(C)NC(=S)N/N=C\c1ccc(-c2ccc([N+](=O)[O-])cc2)o1
3: CCN(CC)C(=O)C1=C(C)N(CCC2=CCCCC2)C(=O)C(CC(=O)NCCc2ccccn2)C1 (stereo not given)
4: CCOC(=O)SC1=N/C(=C\c2ccc(N(C)C)cc2)C(=O)S1
5: COc1cc(NC(=S)Nc2ccc3c(c2)OCCO3)cc(OC)c1OC
6: COc1cc2c(cc1OC)CN(C(=O)c1ccc(OC)c(S(=O)(=O)N3CCCC3)c1)CC2

compound no.	1	2	3	4	5	6
TDP43 rescue	-1%	11%	0%	-11%	17%	-6%
GLP-1R inv ag	3%	8%	-5%	19%	10%	66%[activator]
HEK293 tox	2%	3%	-12%	-6%	15%	-4%
FUS suppressor	5%	13%	8%	26%	7%	29%
PTHR1 ag	i	-30%[inhibitor]	i	?	i	-19%
aSyn rescue	-1%	-10%	9%	-20%	-11%	-10%
Abeta rescue	20%	15%	-6%	-33%[inhibitor]	-14%	9%
Mm-Cpn inhibitor	0%	-4%	nt	-2%	-2%	1%
Akt phos inh	i	i	i	i	i	i

7: O=C(O)C(Cc1ccccc1)N1C(=O)/C(=C/c2ccccc2)SC1=S (stereo not given)
8: Cc1ccccc1-n1c(Cc2cccs2)n[nH]c1=S
9: O=C(COc1ccc(S(=O)(=O)N2CCCCC2)cc1)N1CCCCCC1
10: N#Cc1cccc(NC(=O)CNc2cccc(S(=O)(=O)N3CCCC3)c2)c1
11: Cc1cc2c(cc3c(SCc4ccccc4Cl)nnc(C)n32)o1
12: Cc1cc(NC(=O)CCC(=O)N(CC(=O)NC2CCCC2)Cc2ccco2)no1

compound no.	7	8	9	10	11	12
TDP43 rescue	?	-17%	5%	0%	9%	5%
GLP-1R inv ag	?	7%	-13%	?	0%	7%
HEK293 tox	1%	6%	-5%	-17%	1%	-7%
FUS suppressor	nt	-5%	15%	40%	-18%	1%
PTHR1 ag	-6%	-19%	-14%	-86%[inhibitor]	i	i
aSyn rescue	14%	-2%	-2%	-13%	nt	5%
Abeta rescue	-46%[inhibitor]	-5%	-2%	-15%	12%	-7%
Mm-Cpn inhibitor	-2%	3%	2%	-1%	nt	-2%
Akt phos inh	i	i	i	i	nt	i

13: O=C(N/N=C/c1cccnc1)c1cc(O)c(O)c(O)c1
14: O=C(COC(=O)CCc1nc2ccccc2c(=O)[nH]1)Nc1ccc(OC(F)(F)F)cc1
15: O=C(CSc1nc(Nc2ccc(F)cc2)c2ccccc2n1)c1ccc(F)cc1
16: Cc1cc(S(=O)(=O)NC[C@H]2O[C@@H](n3cnc4c(N)ncnc43)[C@H](O)[C@@H]2O)c(C)s1
17: COc1cccc2[nH]c3c(Cl)ncnc3c12
18: COc1ccc(-c2nnc(SCc3nnc(-c4cccs4)o3)n2CC2CCCO2)cc1 (stereo not given)

compound no.	13	14	15	16	17	18
TDP43 rescue	-8%	21%	-4%	-7%	-10%	6%
GLP-1R inv ag	-10%	7%	9%	?	18%	-1%
HEK293 tox	-9%	1%	-5%	11%	-7%	-10%
FUS suppressor	10%	11%	24%	-14%	26%	nt
PTHR1 ag	?	-14%	-32%	4%	i	0%
aSyn rescue	-1%	2%	nt	-7%	6%	7%
Abeta rescue	-13%	6%	-10%	-11%	7%	11%
Mm-Cpn inhibitor	-1%	2%	nt	2%	-7%	0%
Akt phos inh	i	i	nt	i	i	i

4 compounds already listed, arranged by the value under GLP-1R inv ag, highest first:
| no. | Structure | GLP-1R inv ag | PTHR1 ag | Mm-Cpn inhibitor | Akt phos inh |
| --- | --- | --- | --- | --- | --- |
| 17 | COc1cccc2[nH]c3c(Cl)ncnc3c12 | 18% | i | -7% | i |
| 15 | O=C(CSc1nc(Nc2ccc(F)cc2)c2ccccc2n1)c1ccc(F)cc1 | 9% | -32% | nt | nt |
| 18 | COc1ccc(-c2nnc(SCc3nnc(-c4cccs4)o3)n2CC2CCCO2)cc1 (stereo not given) | -1% | 0% | 0% | i |
| 13 | O=C(N/N=C/c1cccnc1)c1cc(O)c(O)c(O)c1 | -10% | ? | -1% | i |

Entries by screen from above:
Entries 4 to 13 in aSyn rescue, in turn: -20%, -11%, -10%, 14%, -2%, -2%, -13%, nt, 5%, -1%

(further entries)
19: O=C(Nc1cccc(Br)c1)c1cc(S(=O)(=O)N2CCCCC2)c[nH]1
20: CC1CN(S(=O)(=O)c2ccccc2)C(C)CN1S(=O)(=O)c1ccccc1 (stereo not given)
21: CSc1cc(C)nc(NC(C)=O)n1
22: O=C1c2ccccc2C(c2nnnn2-c2ccc3c(c2)OCCO3)N1C1CC1 (stereo not given)
23: COc1ccc(-n2c(COc3ccc4c(c3)OCO4)nnc2SCC(=O)O)cc1
24: COC(=O)C(Cc1ccccc1)NC(=O)CCCC(=O)NCc1cccc(OC)c1 (stereo not given)

compound no.	19	20	21	22	23	24
TDP43 rescue	11%	2%	-18%	16%	11%	9%
GLP-1R inv ag	3%	10%	5%	10%	3%	10%
HEK293 tox	-8%	20%	9%	3%	-14%	-6%
FUS suppressor	-25%	9%	-20%	-1%	-28%	-12%
PTHR1 ag	-21%	-56%[inhibitor]	i	-7%	i	i
aSyn rescue	nt	0%	-2%	8%	1%	0%
Abeta rescue	11%	3%	-5%	-5%	-3%	-12%
Mm-Cpn inhibitor	nt	-1%	1%	nt	3%	1%
Akt phos inh	nt	i	i	i	i	i

25: Cc1ccc(S(=O)(=O)/N=c2\sccn2C)cc1
26: O=C(Nc1ccc(C(=O)O)cc1)/C(=C\c1cccc([N+](=O)[O-])c1)NC(=O)c1ccc(Br)o1
27: CCOC1(c2ccccc2)CC1C(=O)N/N=C/c1cccc([N+](=O)[O-])c1 (stereo not given)
28: O=C(c1ccc(Br)c(S(=O)(=O)N2CCCCC2)c1)N1CCCCC1
29: O=C(CCCCl)Oc1ccc2cc(-c3ccc4ccccc4n3)c(=O)oc2c1
30: N#Cc1cnn(-c2ncnc3sc4c(c23)CCCC4)c1N

compound no.	25	26	27	28	29	30
TDP43 rescue	15%	-12%	17%	-4%	-1%	27%
GLP-1R inv ag	31%[activator]	12%	16%	-29%	8%	9%
HEK293 tox	-1%	-5%	-17%	9%	nt	0%
FUS suppressor	10%	10%	-8%	13%	-2%	6%
PTHR1 ag	i	-2%	-17%	-27%	-16%	i
aSyn rescue	5%	-10%	4%	0%	-5%	1%
Abeta rescue	2%	-2%	-9%	8%	-5%	8%
Mm-Cpn inhibitor	2%	-4%	0%	1%	0%	4%
Akt phos inh	i	i	i	i	i	i

31: COc1cc(Br)c(C(=O)c2nccc3cc(OC)c(OC)cc23)cc1OC
32: Cc1ccc(CNCCC2=CCCCC2)cc1
33: N#CC1(c2ccccc2)CCC(=NO)CC1 (stereo not given)
34: Cc1cc(/C=N/NC(=O)c2cccs2)c(C)n1-c1cnccn1
35: CC1(C(=O)O)CCC(C(=O)NNC(=O)c2ccccc2O)C1(C)C (stereo not given)
36: COc1ccc(-n2nc3c(c2NC(=O)C2CC(=O)N(c4ccccc4)C2)CS(=O)(=O)C3)cc1 (stereo not given)

compound no.	31	32	33	34	35	36
TDP43 rescue	-3%	-20%	-21%	10%	3%	14%
GLP-1R inv ag	150%[activator]	0%	5%	22%	14%	5%
HEK293 tox	3%	-15%	-6%	0%	-13%	-10%
FUS suppressor	10%	6%	7%	-8%	-8%	14%
PTHR1 ag	i	18%[57.5 µM]	i	-13%	-18%	i
aSyn rescue	1%	-8%	-2%	2%	1%	0%
Abeta rescue	-19%	0%	-8%	-5%	2%	-4%
Mm-Cpn inhibitor	-2%	1%	1%	3%	0%	-2%
Akt phos inh	i	i	i	i	i	i

37: Cc1sc2c(c1C)CN(C(C)(C)C)CN2C(=O)c1ccccc1
38: CCOC(=O)c1ccc(NC(=O)N2CCc3ccccc3C2)cc1
39: CC(=O)c1cc2c(cc1NC(=O)CN1CCOCC1)OCO2
40: O=C(c1ccc([N+](=O)[O-])cc1)N(Cc1ccccc1)c1ccccn1
41: O=C(CCc1nnc(CCCCc2ccccc2)o1)N1CCCC(O)C1 (stereo not given)
42: O=C(Nc1nccs1)C1CC(=O)N(c2ccccc2Cl)C1 (stereo not given)

compound no.	37	38	39	40	41	42
TDP43 rescue	-7%	17%	-22%	4%	5%	-8%
GLP-1R inv ag	0%	?	3%	-17%	8%	-3%
HEK293 tox	-3%	3%	-7%	-4%	-3%	0%
FUS suppressor	7%	14%	11%	-1%	-25%	19%
PTHR1 ag	-5%[57.5 µM]	-7%	i	-2%	-15%	i
aSyn rescue	-4%	-17%	-1%	-4%	1%	3%
Abeta rescue	-5%	15%	-19%	-1%	-11%	0%
Mm-Cpn inhibitor	-6%	0%	-10%	0%	1%	0%
Akt phos inh	i	i	i	i	i	i

43: Cc1cccc(N2CCN(C(=O)CC(NC(=O)c3ccccc3)c3ccccc3)CC2C)c1 (stereo not given)
44: Cc1cc2c(c(=O)n1Cc1ccco1)C(c1ccccc1)C(C#N)=C(N)O2 (stereo not given)
45: Cc1cccc(C(=O)Nc2cc(C)ccc2NC(=O)COc2ccccc2)c1
46: CN(C)S(=O)(=O)c1ccc(Cl)c(NC(=O)CN2CCCC2)c1

compound no.	43	44	45	46
TDP43 rescue	9%	-13%	9%	-1%
GLP-1R inv ag	?	0%	-14%	8%
HEK293 tox	-10%	-4%	13%	9%
FUS suppressor	nt	30%	22%	4%
PTHR1 ag	-7%	i	-27%[57.5 µM]	-5%
aSyn rescue	17%	0%	0%	-6%
Abeta rescue	-3%	4%	-6%	-8%
Mm-Cpn inhibitor	0%	-2%	1%	0%
Akt phos inh	i	i	i	i

Compound activity: PubChem, National Center for Advancing Translational Sciences (NCATS)

A portion of the library (hit frequency here may not be typical).
